Bioassay records from PubChem BioAssay.
PRMT1 FP inh – PRMT1 methyltransferase inhibitors, primary screen, biochemical, fluorescence polarization; actives 1.3% (n = 370,000); inhibition, % at 2.79 µM; recombinant PRMT1, activity-based probe fluorescence polarization; AID 652257, 2013; Protein arginine N-methyltransferase 1 (Homo sapiens), Q99873;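 active = inhibition above about 21% made by adding two undisclosed values, limit read from the data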
TCR CD3 inh – inhibitors of human TCR-CD3 interaction, primary screen, biochemical, fluorescence, TAMRA-labeled TCR probe | T-cell receptor (TCR) | inhibition, % at 9.4 µM | actives 0.37% (n = 360,000) | AID 651800, 2012; in the data active = inhibition above about 19%;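 also: recombinant mutant TCR 2C K166C tagged with TAMRA read by polarization; 0% = receptor in buffer alone and 100% = receptor with positive control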
Tn6 DDE FP – inhibitors of Tn6 peptide binding to fibrin DD(E), primary screen, biochemical, fluorescence polarization, human fibrin, Tn6 probe | Fibrinogen beta chain (Homo sapiens), P02675 | Fibrin DD(E) TRITC-Tn6 fluorescence polarization displacement | inhibition, % at 8.3 µM | actives 0.21% (n = 370,000) | AID 720509, 2013;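 active = inhibition above a per-campaign cutoff: mean of compounds within control limits plus 3 SD, cut at about 15% in these data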;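 also: 0% = median of all compound wells on the plate and 100% = blocking peptide control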
Target sequence (P02675 whole entry, looked up): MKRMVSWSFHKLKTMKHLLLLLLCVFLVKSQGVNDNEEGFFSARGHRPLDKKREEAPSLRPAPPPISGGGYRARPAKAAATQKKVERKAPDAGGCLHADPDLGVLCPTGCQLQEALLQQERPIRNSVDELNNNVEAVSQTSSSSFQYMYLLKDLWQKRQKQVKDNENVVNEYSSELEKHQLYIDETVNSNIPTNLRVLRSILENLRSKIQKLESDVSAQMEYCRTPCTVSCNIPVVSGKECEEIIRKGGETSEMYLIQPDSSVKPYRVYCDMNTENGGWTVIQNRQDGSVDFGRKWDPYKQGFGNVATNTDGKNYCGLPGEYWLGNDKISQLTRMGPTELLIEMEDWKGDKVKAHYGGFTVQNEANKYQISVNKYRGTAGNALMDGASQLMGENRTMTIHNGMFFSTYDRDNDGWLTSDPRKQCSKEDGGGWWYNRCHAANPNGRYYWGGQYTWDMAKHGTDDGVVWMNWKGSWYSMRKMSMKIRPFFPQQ
MBD2 DNA inh – inhibitors of MBD2 binding to methylated DNA, primary screen, biochemical, TR-FRET, DNA-binding domain, human. MBD2 binding to methylated oligonucleotide. actives 0.31% (n = 370,000). inhibition, % at 4.4 µM; in the data active = inhibition above about 13%
DDE Tn7 FP inh – inhibitors of Tn7 peptide binding to fibrin DD(E), primary screen, biochemical, fluorescence polarization, human fibrin, Tn7 probe | inhibition, % at 8.3 µM | FP displacement of FITC-Tn7 peptide from fibrin DD(E); 0% = median of compound wells per plate | actives 0.13% (n = 370,000);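 active = inhibition above the mean of compounds falling within the control limits plus 3 SD of them, cut at about 14% in these data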;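 also: 0% = plate median of compound wells and 100% = 10 µM Aha-Tn7 peptide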
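Assay system: Human clot-derived fibrin DD(E) complex | Buffer or medium: Tris/NaCl/CaCl2 buffer, pH 7.8 | Repeats: One replicate per compound | Benchmarks: Aha-Tn7 high control | Measure: % inhibition scaled between sample-field median and high-control FP | Schedule: 10 min plus 3 h, room temperature | Signal: Fluorescence polarization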
SIAE inh – human SIAE inhibitors, primary screen, biochemical, fluorescence polarization, FP-Rh probe, 1536-well HTS | SIAE FP-Rh probe binding | Sialate O-acetylesterase (Homo sapiens), Q9HAT2 | inhibition, % at 9.66 µM | actives 0.69% (n = 370,000);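 active = inhibition above a cutoff: mean of compounds within the control limits plus 3 SD of those, cut at about 17% in these data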;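 also: 0% = plate median of compound wells and 100% = probe without SIAE protein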
Target sequence (Q9HAT2 whole entry, looked up): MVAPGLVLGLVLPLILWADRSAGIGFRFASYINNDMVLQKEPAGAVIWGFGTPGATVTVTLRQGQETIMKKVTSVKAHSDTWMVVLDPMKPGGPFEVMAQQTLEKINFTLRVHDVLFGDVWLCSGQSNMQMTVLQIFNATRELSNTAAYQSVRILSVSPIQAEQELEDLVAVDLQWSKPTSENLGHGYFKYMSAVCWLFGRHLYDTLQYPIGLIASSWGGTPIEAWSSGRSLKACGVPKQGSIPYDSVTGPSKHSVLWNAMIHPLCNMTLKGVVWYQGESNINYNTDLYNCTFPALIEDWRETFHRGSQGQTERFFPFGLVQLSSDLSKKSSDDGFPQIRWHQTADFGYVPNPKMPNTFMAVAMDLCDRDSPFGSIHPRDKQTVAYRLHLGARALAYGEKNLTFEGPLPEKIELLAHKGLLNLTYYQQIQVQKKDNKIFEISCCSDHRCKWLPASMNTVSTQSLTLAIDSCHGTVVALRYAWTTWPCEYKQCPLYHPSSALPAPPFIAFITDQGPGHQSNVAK
TDP2 absorb – human TDP2 enzyme inhibitors, primary screen, biochemical, epi absorbance, recombinant enzyme. inhibition, % at 12.8 µM. T5PNP hydrolysis, p-nitrophenol absorbance 415 nm. AID 720702, 2013. Tyrosyl-DNA phosphodiesterase 2 (Homo sapiens), O95551. actives 0.34% (n = 370,000);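 active = inhibition above the mean of all tested compounds plus 3 SD, set per campaign, cut at about 25% in these data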;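 also: 0% = DMSO with enzyme and 100% = buffer with substrate but no TDP2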
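Test system: human TDP2 enzyme; Input: 120 nM TDP2 per well; Buffer or medium: Mg2+-containing Tris-HCl buffer, pH 7.5; Reagent: 5 mM T5PNP; Dosing: 12.8 µM single point, 1% DMSO; Incubation: reaction 2 h, 37 °C; Detection: p-Nitrophenol epi absorbance; Read-out: % inhibition relative to enzyme-containing and enzyme-free wells; Replicates: single well per compound.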
UHRF1 binding – UHRF1 methylated DNA binding inhibitors, primary screen, counter-screen for MBD2 inhibitor project, biochemical, TR-FRET, human UHRF1, single concentration; E3 ubiquitin-protein ligase UHRF1 (Homo sapiens), Q96T88; UHRF1 binding to methylated oligo; inhibition, % at 4.4 µM; actives 0.75% (n = 370,000); in the data active = inhibition above about 21%;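 also: UHRF1 SRA domain binding a hemimethylated CpG hairpin DNA probe; 0% = median of test compound wells and 100% = reference inhibitor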
proKLK7 act – proKLK7 zymogen activators, primary screen, biochemical, fluorescence intensity; actives 0.9% (n = 370,000); Kallikrein-7 (Homo sapiens), P49862; activation, % at 7 µM; purified proKLK7, EDANS-DABCYL substrate fluorescence; 100% is mature enzyme control, 0% vehicle;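 active = activation above the mean of all tested compounds plus 3 SD, computed per campaign excluding outliers beyond control limits, cut at about 13% in these data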
LEDGF integ inh – blockers of LEDGF/p75-dependent integrase strand transfer – biochemical, TR-FRET, high throughput, primary screen | AID 743269, 2014 | actives 0.64% (n = 370,000) | HIV-1 integrase (with human LEDGF/p75) | TR-FRET IN-LEDGF/p75 DNA integration, Eu/Cy5 | inhibition, % at 3.7 µM;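 active = inhibition above the screen-wide mean plus 3 SD, cut at about 13% in these data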;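 also: signal is the Cy5 over europium emission ratio at 671 and 618 nm; 0% = plate median of compound wells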
* marks the source's active call; other numbers are inactive results; / = no result given.

SMILES	PRMT1 FP inh	TCR CD3 inh	Tn6 DDE FP	MBD2 DNA inh	DDE Tn7 FP inh	SIAE inh	TDP2 absorb	UHRF1 binding	proKLK7 act	LEDGF integ inh
CCN1C(=O)CC(N2CCC(C(=O)N3CCCCCC3)CC2)C1=O (stereo not given)	3	8	-3	-2	-1	0	8	4	-0.2	-3
Cc1occc1C(=O)NNC(=O)NC12CC3CC(CC(C3)C1)C2	-1	5	-10	-4	-9	-4	4	0	0.7	2
CCOC(=O)C(=O)NNc1ccccc1C	1	-5	3	1	-7	2	-6	0	-0.4	-2
Cc1[nH]n(-c2ccc(Cl)cc2)c(=O)c1C=NC12CN3CN(CN(C3)C1)C2	0	1	6	-4	6	-5	-7	-6	-0.3	0
COc1ccccc1OC(C)C(=O)Nc1ccc(S(=O)(=O)Nc2nccs2)cc1 (stereo not given)	3	-10	4	4	5	1	4	0	-0.7	-3
CCCCN(C)C(=O)CCC(=O)Nc1ccc2nc(N3CCOCC3)cc(C)c2c1	0	8	3	-10	5	3	3	0	5.6	-1
CCSc1ccccc1C(=O)N1CCC2(CC1)CC(=O)c1ccccc1O2	5	-5	1	0	-5	2	-5	2	0.3	-2
Oc1ccc(C(=S)N2CCN(c3cccc(Cl)c3)CC2)cc1	29*	-4	-6	2	-9	0	-12	8	-0.5	-7
CCOC(=O)N1CCN(c2c(N3CCOCC3)c(=O)c2=O)CC1	1	3	-2	-4	-1	6	-7	2	0.1	2
COc1ccc(CC(=O)N2CCC(n3nccc3NC(=O)C3CC3)CC2)cc1	-2	5	-6	3	2	6	5	-3	0.2	3
C/C(=N\OCC(=O)N/N=C/c1ccc(C)cc1O)c1cccs1	-2	2	-4	-1	3	17	-5	-4	-14	-4
CCN1C[C@@H]2[C@@H]3C(=O)N(C)C(=O)[C@@H]3[C@](CC)(C(=O)OC)N2C1=NCc1ccccc1	2	-8	4	10	2	6	10	21*	0.0	65*
O=C(CSc1n[nH]c(-c2ccc(Cl)cc2Cl)n1)Nc1ccccn1	0	-2	0	2	0	1	-3	-1	0.9	2
Clc1ccc(-c2cn3cc(Cl)ccc3n2)cc1	-2	-1	0	3	-9	-6	-17	1	0.3	4
O=C(Nc1ccc2c(c1)OCCO2)C(c1ccnc2ccccc12)N1CCN(c2ccc(F)cc2)CC1 (stereo not given)	6	-4	-5	1	4	-2	6	-1	-0.2	-2
CC1CCN(CCC(=O)Nc2ccc(Br)cc2)CC1	-1	-1	4	4	5	-5	-1	0	0.0	-1
CN(Cc1cc([N+](=O)[O-])ccc1Cl)C(=O)C[n+]1ccccc1	-3	-1	1	0	7	3	-7	1	0.6	-2
Cc1ccc(C(=O)Nc2cc(Cl)ccc2-n2cncn2)s1	6	2	0	6	0	1	-6	3	0.2	2
O=C(CN1CCN(c2ccccc2F)CC1)c1c[nH]c2ccc(F)cc12	1	1	4	-2	2	-7	0	1	-0.3	0
O=C1CC(NNc2ccccc2)C(=O)N1c1ccccc1 (stereo not given)	1	1	6	-1	0	-6	-5	1	0.5	0
C[C@@H](NC(=O)C(=O)c1c[nH]c2ccccc12)c1ccccc1	-3	4	10	1	2	0	-5	0	0.2	1
COc1cc(OC)cc(C(=O)NNC(=O)c2ccc(S(=O)(=O)N(C)c3ccccc3OC)cc2)c1	1	-5	0	3	9	-1	3	1	-0.5	-6
Cc1cccc(Nc2ncnc3ccccc23)c1	-2	-2	3	1	-7	-1	-2	-2	0.2	-2
COc1ccccc1NC(=O)CCCc1c[nH]c2ccccc12	0	2	-1	0	-12	4	-1	0	-0.3	-1
Cc1ccc(C2(O)CN(c3ccccc3C)C3=[N+]2CCS3)cc1 (stereo not given)	0	-3	5	2	0	-3	1	0	0.2	1
COCc1nnc(NC(=O)c2cc3ccccc3o2)s1	0	-10	2	-1	4	-4	-7	2	0.5	-2
CCC1CCCCN1C(=O)c1cc(-c2ccc(Cl)c(Cl)c2)on1 (stereo not given)	-3	6	-5	-8	-5	-5	-19	1	0.2	10
O=c1cc(C(F)(F)F)c2sc(N3CCCCC3)nc2[nH]1	0	3	0	6	-1	1	1	18	38*	1
CC(C)CCn1c(Br)nc2c1c(=O)n(CC(N)=O)c(=O)n2C	-1	5	-6	5	4	7	3	1	0.0	-1
CSc1ccccc1C(=O)N1CCc2ccccc2C1	1	4	9	-2	-2	6	-3	2	-0.7	3
CC(C)(C)c1ccc(CNC(=O)c2ccc3c(c2)NC(=O)CO3)cc1	0	6	7	3	-1	2	0	-1	0.4	3
CCOC(=O)c1cnc(SCC(=O)N2CCN(C(=O)c3ccco3)CC2)nc1N	-1	13	2	3	10	9	5	-1	-0.1	0
O=C(Cn1nc(C(F)F)cc1C(F)F)NNC(=S)Nc1ccc(F)cc1	0	-2	6	1	-5	0	0	1	-0.7	-5
COCCCNC(=S)Nc1cccc(SC)c1	0	3	4	5	4	11	4	0	-0.1	-1
COc1cc(C(=O)Nc2scc(-c3ccc(C)cc3)c2C(=O)O)cc(OC)c1OC	-1	5	-13	3	2	41*	-11	0	0.3	6
CC(=O)N=c1scc(-c2ccccc2)n1-c1cccc(O)c1	4	0	6	10	-2	-1	3	1	-0.2	-5
CCOC(=O)C1=CCN(S(=O)(=O)c2ccc(C)cc2)[C@H]1c1ccccc1Cl	-3	8	-5	-12	1	-2	-6	-3	-0.1	-1
O=C(NCC1CCCO1)C1c2ccccc2C(=O)N1C1CCCCCCC1 (stereo not given)	-2	3	-6	0	-6	1	2	-1	0.8	-2
COc1nc(N(C)C)nc(N(C)c2cc(Cl)cc(Cl)c2)n1	-3	6	2	5	3	-1	-7	-3	0.3	2
C=CCn1c(O)c(N=Nc2ccccc2C)c2ccccc21	7	0	0	-4	10	-4	1	-3	0.9	-1

Of the compounds above, these contain two or more sulfur atoms.
SMILES	PRMT1 FP inh	TCR CD3 inh	Tn6 DDE FP	MBD2 DNA inh	DDE Tn7 FP inh	SIAE inh	TDP2 absorb	UHRF1 binding	proKLK7 act	LEDGF integ inh
COc1ccccc1OC(C)C(=O)Nc1ccc(S(=O)(=O)Nc2nccs2)cc1 (stereo not given)	3	-10	4	4	5	1	4	0	-0.7	-3
COCCCNC(=S)Nc1cccc(SC)c1	0	3	4	5	4	11	4	0	-0.1	-1

New compounds follow.
SMILES	PRMT1 FP inh	TCR CD3 inh	Tn6 DDE FP	MBD2 DNA inh	DDE Tn7 FP inh	SIAE inh	TDP2 absorb	UHRF1 binding	proKLK7 act	LEDGF integ inh
Cc1nnc(-c2ccc(Oc3ccc(Br)cc3)c([N+](=O)[O-])c2)o1	3	-2	-8	5	4	-7	-3	0	-0.5	16*
CCN(CC)C(=O)CC[C@H]1CC[C@]2(CCCN(C(=O)c3cccnc3)C2)O1	0	/	-7	0	-5	0	-6	1	-0.3	4
Fc1ccc2cc(-c3ccsc3)ncc2c1	1	-1	9	-1	2	0	2	0	-4.6	-2
O=C(NNc1nc2ccccc2s1)C1CC1	1	-1	1	5	-8	6	3	-1	0.1	0
CC(Sc1ccsc1[N+](=O)[O-])C(=O)NCCc1ccc(Cl)cc1 (stereo not given)	0	2	-2	3	2	7	12	-5	-0.3	-1
COc1ccccc1C1C(C#N)=C(N)N(N(C)C)C2=C1C(=O)CC(C)(C)C2 (stereo not given)	2	-1	-1	2	7	-2	-14	1	0.2	-6
Cc1cccnc1C(NC(=O)C1CCN(Cc2ccc3ccccc3n2)CC1)c1ccc(Cl)cc1 (stereo not given)	0	9	-9	-2	-2	-4	6	-1	0.1	1
CCC(C)[C@H](NC(=O)Nc1ccc(C)cc1C)C(=O)O (stereo not given in full)	0	-1	-3	2	5	3	16	1	0.1	1
CCOC(=O)C1=C(CS(=O)(=O)c2ccc(C)cc2)NC(=O)NC1c1cc(OC)c(OC)c(OC)c1 (stereo not given)	3	-4	5	1	-1	1	-5	1	0.2	0
Cc1cccc(N(C)C(=S)Oc2ccc3ccccc3c2)c1	-3	-1	-3	-3	9	-7	-2	-2	0.8	4
COc1nc(N(c2ccccc2)c2ccccc2)nc(-n2ccnc2)n1	1	-1	3	-3	8	-6	-1	-2	0.4	2
Cc1cc(Br)cc(Br)c1OCC(=O)NNC(=O)Nc1ccccc1	0	9	0	1	9	-6	0	0	0.2	-2
CCOC(=O)C1CCN(C(=O)Nc2ccc(NC(=O)C3CCN(C(=O)OCC)CC3)cc2)CC1	1	-8	0	7	2	5	-1	2	0.2	2
COc1ccc(NC2CCCN(C(=O)CCN3CCCO3)C2)cc1 (stereo not given)	-3	2	-9	-2	-4	-1	21	-3	0.2	1
COc1ccc(C(CC(=O)O)c2ccc3c(c2)OCO3)cc1 (stereo not given)	11	3	-3	10	0	4	-10	2	0.0	0
Cc1nc(-c2ccncc2)sc1C(=O)Nc1ccc(Cl)cc1	-4	2	-3	5	-6	-10	-10	0	-0.2	2
CCC(C)OC(=O)C(C)Oc1ccc(-c2ccccc2)cc1 (stereo not given)	-2	-4	-3	2	-4	6	8	-3	-0.8	-1
CCCn1c(O)c(CN2CCCC(C)C2)c(C)c(C#N)c1=O (stereo not given)	12	-7	1	-5	-3	44*	16	-9	0.6	0
Cc1ccc(CNC(=O)C2CCCN(c3nc4ccccc4o3)C2)cc1 (stereo not given)	0	0	1	-3	-2	1	-5	1	-0.3	-3
CCN(CC)C(=O)c1cccc(NC(=O)c2cc(-c3ccccn3)nc3ccccc23)c1	-2	-9	6	-6	2	-11	-15	0	0.0	5
COc1cc(O)oc1C=Nc1ccccc1	3	3	-5	4	-4	-3	-6	-5	0.4	0
CCOC(=O)C(C(=O)OCC)C(Nc1ccc(Br)cc1)c1ccccc1 (stereo not given)	1	7	3	0	1	3	12	0	0.6	0
CC(=O)NCCC(=O)Nc1nc(-c2c[nH]c3ccccc23)cs1	0	0	-4	-3	-5	7	-5	-4	-0.6	-1
